Bioassay records from PubChem.
V-ATPase pH: alters yeast V-ATPase proton transport; S. cerevisiae, pHLuorin cytosolic pH fluorescence; AID 504577; 0.37% of 350,000 active; response, % at 10 µM; in the data active = response mostly above about 7.3%, no sharp cut-off; inactive = mostly below about 5.4%; also: actives read high; inactives centre near 0; some compounds called inactive have numbers as strong as hits; reference of the scale not given here
SR-BI HDL uptake: mouse SR-BI HDL lipid transfer inhibition; Q61009; ldlA[mSR-BI] CHO cells, DiI-HDL uptake fluorescence, 3 h; inhibition, % at 12.5 µM; 0.96% of 320,000 active;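 active = mean replicate inhibition of at least 70% and a set share of replicates each scoring 70 or more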;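 also: 0% = median of neutral control wells and 100% = median of positive control wells; values of inactives mirror those of a sister screen read the other way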
NSD2 HMT inh: NSD2 (human) methyltransferase inhibition. 0.54% of 310,000 active. NSD2 peptide methylation, AlphaScreen, 120 min. AID 743445. O96028. inhibition, % at 12.5 µM; in the data active = inhibition above about 50%
Target sequence (O96028 whole entry, looked up): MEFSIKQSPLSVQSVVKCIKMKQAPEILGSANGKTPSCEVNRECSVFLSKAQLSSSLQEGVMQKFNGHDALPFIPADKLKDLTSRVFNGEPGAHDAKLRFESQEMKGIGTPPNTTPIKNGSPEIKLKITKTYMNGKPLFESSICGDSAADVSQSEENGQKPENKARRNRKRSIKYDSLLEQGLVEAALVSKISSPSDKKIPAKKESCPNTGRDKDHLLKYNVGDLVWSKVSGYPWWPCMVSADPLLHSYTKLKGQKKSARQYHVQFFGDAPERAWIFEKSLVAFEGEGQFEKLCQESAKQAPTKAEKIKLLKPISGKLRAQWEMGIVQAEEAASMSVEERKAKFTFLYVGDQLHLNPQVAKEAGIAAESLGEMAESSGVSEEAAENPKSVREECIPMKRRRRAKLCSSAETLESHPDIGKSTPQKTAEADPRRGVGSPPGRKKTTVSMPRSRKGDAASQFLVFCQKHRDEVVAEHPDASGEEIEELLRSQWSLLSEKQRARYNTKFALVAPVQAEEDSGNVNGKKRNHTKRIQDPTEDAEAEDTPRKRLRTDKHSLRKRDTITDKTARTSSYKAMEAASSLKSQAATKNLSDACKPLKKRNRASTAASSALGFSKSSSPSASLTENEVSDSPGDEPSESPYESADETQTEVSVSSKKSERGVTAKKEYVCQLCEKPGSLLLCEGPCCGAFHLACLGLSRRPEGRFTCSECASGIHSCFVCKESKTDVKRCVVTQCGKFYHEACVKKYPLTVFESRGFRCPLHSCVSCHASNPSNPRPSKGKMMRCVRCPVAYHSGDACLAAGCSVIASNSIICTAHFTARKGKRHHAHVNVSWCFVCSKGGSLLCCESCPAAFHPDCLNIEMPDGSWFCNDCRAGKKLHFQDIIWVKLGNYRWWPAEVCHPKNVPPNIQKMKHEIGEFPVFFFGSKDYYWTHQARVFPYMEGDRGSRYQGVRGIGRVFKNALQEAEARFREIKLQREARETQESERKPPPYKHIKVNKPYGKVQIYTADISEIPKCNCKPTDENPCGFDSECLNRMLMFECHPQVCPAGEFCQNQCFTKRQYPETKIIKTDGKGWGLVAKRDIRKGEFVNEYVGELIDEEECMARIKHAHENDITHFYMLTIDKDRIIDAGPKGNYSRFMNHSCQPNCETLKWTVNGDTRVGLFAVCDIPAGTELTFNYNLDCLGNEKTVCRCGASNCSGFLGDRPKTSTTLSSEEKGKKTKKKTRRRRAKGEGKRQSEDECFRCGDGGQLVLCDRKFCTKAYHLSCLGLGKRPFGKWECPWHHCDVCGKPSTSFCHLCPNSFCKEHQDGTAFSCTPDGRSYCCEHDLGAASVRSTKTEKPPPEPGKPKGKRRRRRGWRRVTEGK
dFosB act: mouse delta FosB homodimer activation | P13346 | purified delta FosB, TAMRA-CDK5 oligo fluorescence polarization; percent of positive-control signal above neutral wells | activation, % at 25 µM | 0.99% of 340,000 active | AID 493131;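 active = mean activation above about 17%, with every replicate also reaching it, limit read from the data, passing the limit was not always enough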;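 also: fluorescence polarization rise as delta FosB binds a TAMRA Cdk5 AP-1 oligo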
Wnt bcat act: activates Wnt/beta-catenin signaling in a reporter cell assay; activation, % at 9.35 µM; activator, plate reader; 1.2% of 300,000 active; AID 743398; in the data active = activation above about 30%, passing the limit was not always enough;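 also: 0% = neutral control wells and 100% = positive control wells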
MITF TRPM1 HTS: activators of MITF-driven TRPM1 promoter activity in SK-MEL-5 cells; SK-MEL-5 TRPM1-promoter luciferase, 24 h; % of positive control, neutral wells = 0; activation, % at 12.5 µM; 0.75% of 300,000 active; AID 588334;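 active = mean activation of at least 80% with every replicate also reaching 80%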;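 also: 0% = neutral control wells and 100% = parthenolide positive control wells; values of inactives mirror those of a sister screen read the other way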
HTR5A ag ctr: counter-screen for OPRM1-OPRD1 agonists: human HTR5A agonism. P47898. HTR5A agonist assay, luminescence, cell-based. activation, % at 9.3 µM. 0.61% of 340,000 active; in the data active = activation mostly above about 9.5%, no sharp cut-off; inactive = mostly below about 7.6%;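 also: 0% = cells with vehicle only and 100% = reference agonist; strong numbers were not always called active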
CDK5 p35 inh: inhibitors of human CDK5/p35 kinase; Q00535+Q15078; Recombinant CDK5/p35, ADP-Glo luminescence, 60 min; 0.01% of 330,000 active; inhibition, % at 10 µM;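 active = highest replicate inhibition of at least 50% and at least 75% of replicates reaching 50%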;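 also: plate controls were DMSO neutral control for no effect and GW8510 at 10 µM for full effect; many of its hits are not listed in these tables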
PvdQ inh: blocks Pseudomonas aeruginosa PvdQ acylase activity; inhibition, % at 10 µM; AID 488965; 0.063% of 340,000 active; purified PvdQ acylase, fluorescence plate reader; in the data active = inhibition above about 30%, passing the limit was not always enough;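 also: 0% = vehicle neutral wells and 100% = reference inhibitor wells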
HTR5A inv ag: inverse agonist of human HTR5A in OPRM1-OPRD1 counter-screen | P47898 | HTR5A cell line, luminescence, inverse agonism | inhibition, % at 9.3 µM | 0.083% of 340,000 active | AID 504634; in the data active = inhibition mostly above about 23%, no sharp cut-off; inactive = mostly below about 18%;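 also: 0% = cells with DMSO and 100% = no-cell wells with DMSO; some compounds called inactive have numbers as strong as hits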
An asterisk follows results filed as active; nt = not tested or not shown.

nr	SMILES	PvdQ inh	dFosB act	CDK5 p35 inh	SR-BI HDL uptake	Wnt bcat act	MITF TRPM1 HTS	NSD2 HMT inh	HTR5A ag ctr	V-ATPase pH	HTR5A inv ag
1	O=C(N/N=C/c1ccc(OC(=O)c2ccccc2)c([N+](=O)[O-])c1)c1ccc(O)cc1	6.7	-0.1	-0.4	-27.2	4.1	2.2	1.7	-2.9	-3.0	10.0
2	Cc1ccccc1CN(CC1CCC(C(=O)O)CC1)C(=S)Nc1ccccc1F (centres undefined)	1.3	1.8	0.8	4.3	-0.3	-9.7	-1.3	7.0	-1.6	-14.5
3	O=c1c(-c2c(O)cc(O)c3c(=O)cc(-c4ccc(O)cc4)oc23)c(-c2ccc(O)cc2)oc2cc(O)cc(O)c12	-10.9	-21.7	-1.8	12.0	-1.2	-3.8	nt	0.0	-1.2	9.7
4	O=S(=O)(Nc1ccc(O)c(Sc2nc3ccccc3s2)c1)c1ccc(F)cc1	-6.2	-9.8	-1.7	-7.5	nt	-2.5	0.4	3.3	3.0	-10.5
5	O=C(Cn1nc(-c2ccccc2)ccc1=O)NCc1ccc(F)cc1	2.1	0.3	0.5	-16.0	-1.0	-6.6	2.2	4.7	-4.4	-12.8
6	COc1ccc(NC(=O)c2cc3c(=O)n4ccccc4nc3n2C)c(OC)c1	9.5	-3.0	1.6	-11.2	3.9	31.9	6.7	0.7	-31.8	-2.0
7	O=C(c1cc(Br)c(Br)s1)N1CCN(C/C=C/c2ccccc2)CC1	-2.0	-8.9	-0.6	-17.5	-3.8	-16.4	10.8	-0.7	-3.0	0.3
8	Cc1csc(=O)n1CCC(=O)OCC(=O)N(CC(C)C)c1c(N)n(Cc2ccccc2)c(=O)[nH]c1=O	-15.5	-18.7	-0.1	-4.5	-0.5	1.3	0.1	-0.4	0.7	-35.1
9	COc1ccc(CS(=O)(=O)CC2(O)CCN(C(=O)c3cccc(C(F)(F)F)c3)CC2)cc1	-6.9	-4.0	0.3	-5.3	-3.5	-4.5	-6.6	0.4	0.3	-36.8
10	CCC/C=C1/CCCOC(C(=O)NCCNCCO)(C(F)(F)F)C1 (centres undefined)	-7.7	-1.8	-1.4	-1.6	-0.5	1.7	nt	-5.7	-1.4	15.3
11	CC(NC(=O)c1ccc(CS(=O)(=O)c2ccc(Cl)cc2)o1)c1ccc2c(c1)OCCO2 (centres undefined)	-17.5	-5.9	-2.5	12.4	-0.7	-10.8	-1.0	1.0	4.0	19.1
12	O=C(CNC(=O)c1ccco1)OCc1ccc(C(=O)Oc2ccccc2)cc1	-11.1	-14.0	-0.5	0.3	nt	19.6	-2.3	-1.3	-0.6	-12.3
13	O=C(NCc1ccccc1F)C1CCCN(C(=O)Nc2ccc(F)cc2)C1 (centres undefined)	8.2	-6.7	-0.6	nt	-0.3	nt	4.0	4.1	-3.2	-11.7
14	CC(C)CCNC(=O)CNC(=S)N(Cc1ccccc1)Cc1cccnc1	-8.2	-14.1	-5.0	-10.1	-2.0	-1.4	-1.9	6.5	2.7	-3.3
15	CN1CCN(CCCNC(=O)CCc2nnc3n(Cc4ccccc4Cl)c(=O)c4ccccc4n23)CC1	-11.2	-6.7	2.5	14.2	0.7	-2.4	4.2	-1.5	-3.6	-4.1
16	CCOC(=O)CSc1nc(-c2ccccc2)nc2ccccc12	5.4	-11.2	-2.8	8.2	-3.0	-0.4	-10.6	3.3	-1.7	-13.5
17	COc1ccccc1C(=O)Nc1ccc2c(c1)nc(CN1CCCCC1)n2C	-15.9	-4.7	-0.9	48.9	0.9	10.8	0.9	0.8	1.9	-2.2
18	CC(Oc1ccc(Br)cc1)C(=O)N1CCN(c2ccccn2)CC1 (centres undefined)	-10.7	-2.4	-0.5	10.4	-1.2	-3.6	1.3	-4.1	0.8	9.9
19	COCCNC(=O)/C(C#N)=C/c1c(N2CC(C)OC(C)C2)nc2ccccn2c1=O (centres undefined)	-10.7	7.4	-0.4	-21.8	4.6	0.6	-3.1	1.4	3.3	-7.7
20	COc1ccc(CCNC(=O)Cn2nc(C)c3c(C)n(-c4ccccc4)nc3c2=O)c(OC)c1	-13.8	-3.3	nt	-15.0	-0.3	-9.4	-2.7	1.0	0.0	-4.1
21	COc1ccc([N+](=O)[O-])cc1C1NN=C(c2cccc3ccccc23)S1 (centres undefined)	-9.2	-10.5	1.0	nt	nt	-12.6	-0.5	-1.2	0.0	-0.2
22	CCP(=O)(c1cccc([N+](=O)[O-])c1)c1cccc([N+](=O)[O-])c1	-2.3	2.9	-1.2	-6.6	-1.2	-3.7	-6.8	3.6	-0.8	7.5
23	CC(=O)Nc1nonc1NC(=O)CSc1ncn[nH]1	-9.1	1.4	2.3	-11.8	nt	nt	-1.5	5.5	2.3	6.9
24	Cc1c(Cl)cnc(NC(=O)COC(=O)c2cc3c(s2)CCC(C)C3)c1Cl (centres undefined)	-13.0	3.2	2.7	-16.0	-1.5	-7.2	1.9	7.5	-2.8	-19.9
25	O=c1c2ccccc2nc(SCc2ccccc2Cl)n1Cc1ccccc1	-15.0	-4.3	-1.1	2.7	18.9	nt	5.6	-0.1	1.6	0.1
26	CS(=O)(=O)c1cccc(NC(=O)C2CC2)c1	-7.0	2.0	2.2	-8.2	-6.4	-12.8	-4.2	-3.8	3.0	7.2
27	CN1CC(c2ccccc2)C2(COc3ccccc3C2=O)C12C(=O)Nc1ccccc12 (centres undefined)	0.4	1.8	-0.5	-1.4	-3.7	-10.2	1.5	3.5	-1.7	-8.9
28	O=C(/C=C/c1ccc([N+](=O)[O-])cc1)OCC(=O)N1CCOCC1	2.0	-2.3	-0.4	1.0	-2.8	-1.7	-0.5	-0.5	-2.7	1.9
29	OC[C@@H]1CCCN1Cc1cn(-c2ccccc2)nc1-c1ccc2c(c1)OCO2	7.4	-1.7	5.2	nt	7.3	-2.3	8.1	0.9	2.4	2.9
30	CCCn1cc(S(=O)(=O)c2ccc(F)cc2)c(=O)c2cc(OCC)ccc21	-5.3	-7.8	0.1	10.6	-1.2	3.7	-5.2	-0.1	3.1	10.2
31	Cc1cccc(C(=O)Nc2ccccc2C(=O)OCc2c(C)noc2C)c1	-6.0	-7.8	-2.1	43.1	1.0	nt	0.2	-1.6	8.2	-12.7
32	Cc1cccn2c(=O)nc(SCC(=O)NCCc3ccccc3)nc12	-7.0	-3.3	0.7	7.5	nt	-4.4	nt	-1.3	1.5	-13.0
33	CN1CCN(C=Nc2nc3ccccc3nc2N2CCCC2)CC1	-10.0	-14.2	-1.1	6.0	5.0	2.1	3.0	-4.0	0.8	-19.4
34	COc1ccc(S(=O)(=O)CCC(=O)Nc2cc(C)ccc2OC)cc1	-15.9	2.4	-0.9	-8.2	-6.1	-9.8	-0.7	-1.0	4.3	2.6
35	CN1CCN(c2cc(-c3ccccc3)nc3cc(-c4ccc(F)cc4)nn23)CC1	-17.8	10.0	-2.1	56.6	nt	-5.6	0.6	-10.2	3.7	22.5
36	Cn1nc([N+](=O)[O-])nc1Oc1ccccc1	7.1	0.7	1.8	-13.0	nt	-0.1	-0.6	1.9	-3.5	16.5
37	COc1ccc(NC(=O)c2c3c(nc4ccccc24)CCN(Cc2ccccc2)C3)c(OC)c1	-3.1	-3.5	1.7	20.4	-1.8	7.0	12.5	-2.9	-2.1	7.1
38	COc1ccc(C)cc1NC(=O)c1ccc(CN2CCc3ccccc3C2)cc1	4.7	-6.6	-0.1	-3.7	0.7	nt	1.3	4.0	3.3	-15.2
39	CCOc1ccc(NS(=O)(=O)c2ccc(NS(=O)(=O)c3ccc(SC)cc3)cc2)cc1	-4.6	-6.0	-0.2	-19.6	20.5	9.3	3.2	6.9	0.7	19.4
40	CC(C)CNC(=O)C(=O)NNC(=O)c1ccco1	-2.4	1.1	-0.3	1.9	-1.8	-7.0	-3.1	nt	-1.1	nt
41	CCOc1nc(Nc2cc(Cl)ccc2OC)nc(OCC)n1	11.2	-1.6	-0.7	-20.3	nt	-4.1	1.2	5.3	-2.8	19.7
42	Cc1ccccc1NC(=O)Cn1cc(C(=O)C2CC2)c2ccccc21	0.5	4.4	1.3	nt	-1.0	-9.6	5.1	-3.5	-0.9	10.5
43	CC(=O)N(c1ccc(Cl)cc1)c1c[nH]c2ccccc12	5.4	-0.2	-1.3	11.3	-2.7	-5.4	-0.5	2.6	0.3	-2.2
44	COC(=O)c1ccc(Oc2nc3ccccc3n3c(C)nnc23)cc1	-8.8	-0.4	1.0	nt	-0.7	7.0	nt	6.9	0.7	19.3
45	CSc1oc(-c2cccs2)nc1S(=O)(=O)c1ccccc1	-8.4	-10.9	-7.0	nt	1.4	7.0	1.4	1.8	3.5	22.5
46	CCOC(=O)C1CCCN(CC(=O)Nc2c(F)c(F)c(F)c(F)c2F)C1 (centres undefined)	-2.0	-1.7	-4.6	32.5	-0.9	-1.4	0.2	2.5	3.4	14.0
47	CCC(=O)Nc1ccc(S(=O)(=O)NCC2CCCO2)cc1 (centres undefined)	0.1	-2.3	1.4	16.2	-11.7	-4.8	12.7	3.6	-1.9	-9.4
48	COc1ccc(OCC(=O)OCC(=O)NC2CCCC2)cc1	-7.9	0.2	0.9	-15.1	4.7	8.2	0.1	-1.7	-0.6	6.6
49	CC(=O)c1cnc2c(-c3ccccc3)c(C)nn2c1C	-18.5	-4.6	1.1	-6.3	-8.4	11.2	-4.9	-0.8	0.2	5.0
50	O=C(NCc1ccc2c(c1)OCO2)C1COc2ccccc2O1 (centres undefined)	-10.4	-0.1	-0.7	6.0	2.8	18.4	-1.6	1.7	2.4	-6.1
51	CCOc1ccc2nc(SCC(=O)NC3CC3)sc2c1	-4.4	-6.0	-0.6	5.2	1.7	24.5	-1.8	1.8	-3.6	9.4
52	C=CCc1ccccc1OCC(=O)O	-8.5	-4.8	-1.0	nt	33.6*	-11.0	nt	1.4	3.8	-4.5
53	CC/C(=C/c1sc2ccccc2[n+]1CC)SC	-17.1	3.6	-1.2	23.9	nt	-16.1	11.6	7.2	-2.5	-0.9
